High-throughput results deposited in PubChem by several laboratories.
MEX-5 binding – MEX-5 zinc finger RNA-binding disruptors – biochemical, C. elegans, fluorescence polarization, MLPCN library, primary screen | Zinc finger protein mex-5 (Caenorhabditis elegans), Q9XUB2 | activity score (negative = inhibition of binding), % at 10 µM | 300,000 compounds, 0.38% hits | AID 1832, 2009 | MEX-5/FITC-TCR2 RNA binding; active compounds read low;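 active = inhibition past about -25% in most replicates, and total fluorescence under double the plate's negative control median, limit read from the data; inconclusive = replicates evenly split on the limit, or fluorescence at least double controls; inactive = too little inhibition in most replicates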;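 also: 0% = DMSO and -100% = 5 µM competing unlabeled TCR2 RNA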
Target sequence (Q9XUB2 whole entry, looked up): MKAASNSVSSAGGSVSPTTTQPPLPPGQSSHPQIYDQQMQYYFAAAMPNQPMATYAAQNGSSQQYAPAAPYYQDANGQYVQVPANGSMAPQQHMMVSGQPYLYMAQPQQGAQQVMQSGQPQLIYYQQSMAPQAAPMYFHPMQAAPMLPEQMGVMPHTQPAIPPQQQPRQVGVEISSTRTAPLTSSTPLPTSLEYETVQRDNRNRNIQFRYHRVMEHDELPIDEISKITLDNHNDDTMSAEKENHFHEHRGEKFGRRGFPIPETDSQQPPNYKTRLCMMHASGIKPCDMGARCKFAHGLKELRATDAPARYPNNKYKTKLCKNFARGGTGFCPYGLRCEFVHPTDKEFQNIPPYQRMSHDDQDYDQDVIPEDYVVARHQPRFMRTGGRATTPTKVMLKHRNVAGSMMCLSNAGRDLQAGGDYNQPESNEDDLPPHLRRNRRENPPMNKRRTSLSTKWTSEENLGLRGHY
MCL1 BIM primary – inhibitors of MCL1 binding to BIM-BH3, primary screen, biochemical, fluorescence polarization; GST-MCL1 / FITC-Bim-BH3 fluorescence polarization; inhibition, % at 10.9 µM; 320,000 compounds, 0.68% hits; AID 2057, 2009; Induced myeloid leukemia cell differentiation protein Mcl-1 (Homo sapiens), Q07820;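 active = inhibition above the mean inhibition of all tested compounds plus 3 SD, set per campaign, cut at about 40% in these data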;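 also: 0% = DMSO wells and 100% = unlabeled Bim-BH3 peptide control; higher means more loss of mP so more displacement of Bim peptide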
Target sequence (Q07820 whole entry, looked up): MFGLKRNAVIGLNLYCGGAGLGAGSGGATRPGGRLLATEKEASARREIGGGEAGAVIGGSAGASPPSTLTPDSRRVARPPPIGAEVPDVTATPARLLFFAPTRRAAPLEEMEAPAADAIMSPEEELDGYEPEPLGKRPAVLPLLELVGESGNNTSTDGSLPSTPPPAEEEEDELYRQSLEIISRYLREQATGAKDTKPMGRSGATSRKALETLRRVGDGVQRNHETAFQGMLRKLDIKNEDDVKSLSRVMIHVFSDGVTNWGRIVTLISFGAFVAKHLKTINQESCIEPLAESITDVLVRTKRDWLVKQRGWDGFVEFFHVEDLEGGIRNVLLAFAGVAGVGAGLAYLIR
VLA-4 inh – inhibition in human VLA-4 binding assay, primary screen, VLA-4 allosteric modulator project, MLPCN library, flow cytometry, VLA-4 expressing cells; Integrin alpha-4 (Homo sapiens), P13612; inhibition, % (about 7 µM as worked out from the volumes in the protocol); 330,000 compounds, 0.2% hits; ligand binding flow cytometry; in the data active = inhibition above about 50%
GLD-1 RNA inh – GLD-1/TGE RNA complex disruptors, primary screen, biochemical, fluorescence polarization. purified GLD-1 + fluorescein TGE RNA. 320,000 compounds, 0.44% hits. AID 2280, 2010. Female germline-specific tumor suppressor gld-1 (Caenorhabditis elegans), Q17339. inhibition, % at 5.96 µM;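 active = percent inhibition above a per-plate cutoff, the plate mean of test compounds plus 3 SD, cut at about 30% in these data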;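 also: 0% = DMSO wells with GLD-1 and probe and 100% = wells lacking GLD-1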
AGP1 TOR yeast – modulators of AGP1-GFP expression in yeast TOR pathway, primary screen, cell-based, multiplex flow cytometry, S. cerevisiae, MLPCN library; 3 h; GFP as percent of DMSO wells; GFP response vs DMSO, % at 10 µM; 320,000 compounds, 0.02% hits;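 active = GFP response relative to DMSO above a set limit, near screen average plus 3 SD, cut at about 150% in these data; inconclusive = fewer than 70 cells counted for the yeast strain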;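 also: median GFP channel fluorescence of the gated AGP1 strain per well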
Yeast superoxide – reduction of superoxide in aged yeast, primary screen, HTS; S. cerevisiae aged cells, superoxide DHE fluorescence; active compounds read low; superoxide response (% of plate mean), % at 10 µM; 330,000 compounds, 0.18% hits; AID 2690, 2010;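 active = superoxide response under a set limit, about three screen SD below normal, cut at about 65% in these data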;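 also: yeast aged for seven days with compound at 30 °C before DHE staining; 100% = average MFI of all compound-treated wells on the plate with controls excluded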
CIT2 TOR yeast – modulators of CIT2-GFP expression in yeast, primary screen, S. cerevisiae, GFP fusion, multiplex flow cytometry, MLPCN library | S. cerevisiae CIT2-GFP strain, 3 h; 100 means same as DMSO wells | GFP response vs DMSO, % at 10 µM | 320,000 compounds, 0.065% hits;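 active = GFP response relative to DMSO above a set limit, near the screen mean plus 3 SD, cut at about 150% in these data; inconclusive = Fewer than 70 cells measured for a yeast strain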;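 also: ratio of well median GFP fluorescence to mean of DMSO wells on the plate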
GRK2 aptamer HTS – compounds blocking aptamer binding on GRK2 – biochemical, human GRK2, bead flow cytometry, HTS, primary screen. FAM-aptamer displacement from GRK2. inhibition of aptamer binding, % at 10 µM. 330,000 compounds, 0.59% hits. AID 488847, 2010;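 active = inhibition of aptamer binding above 40%, roughly 3 SD of noise, on plates passing a quality check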;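 also: median bead fluorescence of bound FAM aptamer so fluorescent compounds give negative values; no value below 0 was filed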
Bcl-xL primary – inhibitors of human Bcl-xL, primary screen, biochemical, fluorescence polarization, HTS; AID 2129, 2009; GST-Bcl-xL / FITC-Bim BH3 peptide fluorescence polarization; inhibition, % at 10.9 µM; 320,000 compounds, 0.7% hits;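 active = inhibition above the mean of all tested compounds plus 3 SD, cutoff set per campaign, cut at about 30% in these data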;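 also: 0% = DMSO wells and 100% = unlabeled Bim-BH3 peptide competitor; inhibitors lower millipolarization by displacing the labeled peptide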
Active calls of the source: *; u = inconclusive; x = not tested or not shown; [ ] = dose if it differs, or a comment.

Value order: MEX-5 binding	MCL1 BIM primary	VLA-4 inh	GLD-1 RNA inh	AGP1 TOR yeast	Yeast superoxide	CIT2 TOR yeast	GRK2 aptamer HTS	Bcl-xL primary
Cc1cccc(CS(=O)(=O)Cc2ccc(C(=O)NC3CCCCC3)o2)c1
  3.0	6	-68	3	97	88	94	0	8
CS(=O)(=O)c1ccc(Cl)c(NC(=O)CSc2n[nH]c(-c3cccs3)n2)c1
  x	1	-8	7	99	99	101	7	-1
COc1cccc(OC)c1/C=C/C(=O)NC1CCCCC1
  0.4	-8	-3	-3	96	105	97	1	2
Cc1cc(=O)[nH]c(SCCOc2ccc3c(c2)CCC3)n1
  -6.8	4	8	-1	106	116	108	0	6
CCCOc1ccccc1OCC(=O)Nc1cc(Cl)ccc1-n1cncn1
  -1.8	0	3	10	98	92	99	2	1
CCOC(=O)C1=C(N)Oc2ccc3ccccc3c2C1c1cccc(O)c1 (stereo not given)
  0.2	8	3	3	103	100	105	0	0
CSc1nc(S(=O)(=O)c2ccccc2)c(Cl)s1
  -0.4	-5	1	1	99	87	93	0	-1
COc1ccc(C(CC(=O)N2CCOCC2)c2c(O)cc(OC)cc2OC)cc1 (stereo not given)
  3.2	9	2	4	109	83	102	4	1
Cn1nc(C(F)(F)F)c2cc(C(=O)O)sc21
  1.4	-5	13	4	100	96	101	0	4
CC1CCCC(NC(=O)CSC2=Nc3ccccc3C3CC=NN23)C1C (stereo not given)
  x	-6	7	0	108	118	97	0	0
O=C(NCCCN1CCCC1=O)c1cccc(S(=O)(=O)Nc2ccc(Br)cc2)c1
  5.0	6	-4	5	109	109	100	2	7
O=C(O)CN1C(=O)/C(=C/c2cccc(Cl)c2)Oc2ccccc21
  0.2	13	-11	-4	98	97	97	4	5
Cc1ccc(-c2nc(NCCN3CCOCC3)c3ccccc3n2)cc1
  1.6	-4	-11	5	100	99	103	11	4
C=CCn1c(SCN2C(=O)c3ccccc3C2=O)nc2ccc(Cl)cc2c1=O
  0.6	4	18	6	101	119	93	4	2
Cc1cc(C(F)(F)F)n(-c2nc(C(=O)N/N=C/c3ccc(F)cc3)cs2)n1
  0.0	7	-8	-2	88	117	90	1	1
O=[N+]([O-])C(C1CCS(=O)(=O)C1)C1CCS(=O)(=O)C1 (stereo not given)
  -2.8	-1	-7	0	107	95	102	2	-1
COc1ccc(S(=O)(=O)N(C)c2ccc(C(N)=O)cc2)cc1
  0.3	8	9	4	101	103	98	1	0
N#Cc1c(-c2ccc(F)cc2)cc(-c2cccnc2)nc1N
  0.2	4	-9	-1	97	98	88	0	0
O=C(COC(=O)c1ccc(F)cc1)Nc1ccc2c(c1)OCO2
  x	x	-2	0	93	118	97	0	x
COc1ccc(OC(C)C(=O)N(C)Cc2nc(-c3ccccc3)no2)cc1 (stereo not given)
  -0.9	0	-9	6	107	98	105	0	5
Cc1ccc(-c2noc(CN(C(=O)c3ccc4c(c3)OCO4)C(C)C)n2)cc1
  1.4	6	10	0	107	86	103	3	-1
CC(=O)Nc1ccc(C(=O)N/N=C/c2ccccc2OC(=O)c2ccc(Cl)cc2)cc1
  0.8	7	-5	5	96	86	93	1	-2
CC1CCN(c2oc(-c3ccco3)nc2S(=O)(=O)c2ccccc2)CC1
  0.6	-9	11	-1	96	93	92	0	-3
CCCCn1c(N)c(N(CC(C)C)C(=O)c2cccs2)c(=O)[nH]c1=O
  2.6	-7	10	8	108	95	104	2	-7
CCC(C)Nc1nnnc2c1sc1nc3c(cc12)COC(C)(C)C3 (stereo not given)
  0.9	2	16	-2	97	105	93	3	1
CCOC(=O)N1CCN(C(=O)CSc2nc3c([nH]c4ccccc43)c(=O)n2C)CC1
  3.4	0	-2	6	100	96	102	4	-4
CCN(CC)CCCNC(=O)c1cn(-c2cccc(OC)c2)c(=O)c2ccccc12
  1.2	-1	8	13	96	96	101	0	5
Cc1ccc(CSc2nnc(SCC(=O)N/N=C/c3ccc(C(=O)O)cc3)s2)cc1
  -2.2	-3	4	1	108	98	89	0	-1
Cc1cccn2c(=O)c(C=O)c(Nc3ccc(S(N)(=O)=O)cc3)nc12
  2.0	x	26	x	102	94	98	0	x
O=C(CC(=O)Nc1ccccc1C(F)(F)F)Nc1ccccc1C(F)(F)F
  -0.9	4	12	-6	99	105	100	0	4
O=C(OCC(=O)N1CCOCC1)c1ccc2[nH]c3c(c2c1)CCCC3
  2.9	-19	2	2	105	97	114	0	-4
Cc1cccc(NC(=O)CSc2nnnn2-c2ccc3c(c2)OCCO3)n1
  1.6	7	-2	4	90	93	104	0	4
CCOC(=O)N1CCN(C(=O)CCSc2ccccc2)CC1
  0.7	3	-3	7	94	102	95	0	1
Cc1nn(C(=O)N2CCCCC2)c(C)c1CN1C(=O)c2ccccc2C1=O
  -1.6	-1	11	0	99	103	96	1	6
CCC(C)N1C(=O)CCC1C(=O)O (stereo not given)
  1.6	-5	4	3	99	92	103	3	4
O=C(c1cccc(C(F)(F)F)c1)C1CCCN(Cc2cccn2-c2ncccn2)C1 (stereo not given)
  0.1	-4	26	-7	104	117	104	0	-3
CCOc1ccccc1NC(=O)c1nc(-c2ccccc2)oc1C
  -1.3	2	14	2	97	114	97	1	2
Cc1nn(C)c(C(=O)N2CCOCC2)c1Cl
  -1.7	3	-7	-1	100	78	99	1	5
CC1(C)NC(=O)N(CC(O)CN(c2cccc([N+](=O)[O-])c2)S(=O)(=O)c2ccccc2)C1=O (stereo not given)
  1.7	-6	11	3	96	101	103	3	1
Nc1nc(SCC(=O)N2CCCC2)[nH]c(=O)c1NC(=O)c1ccco1
  0.1	2	7	6	107	72	105	0	-1
CC(C(=O)N1CCc2ccccc21)n1cccc1 (stereo not given)
  -0.1	1	11	-9	99	100	94	0	7
O=C(NC(=S)Nc1ccc(CN2CCOCC2)cc1)c1ccco1
  -0.4	14	-2	9	97	105	84	0	10
CC(C)C(=O)Nc1c(O)c2ccccc2[nH]c1=O
  1.4	-5	4	-2	105	90	101	0	3
Cc1sc(NC(=O)CN2CCOCC2)c(C#N)c1C
  1.7	0	-5	1	107	94	107	0	5
COc1cc(C(=S)N2CCOCC2)ccc1OS(=O)(=O)c1ccccc1[N+](=O)[O-]
  1.0	11	7	6	103	103	108	0	7
CCCn1nnc(NC(=O)C(C)Oc2ccc(Cl)cc2Cl)n1 (stereo not given)
  -1.4	4	2	4	114	114	100	0	2
CC(=O)Nc1nnc(SCC(=O)c2ccc(F)cc2)s1
  0.9	-2	16	2	101	111	103	0	0
Cc1cc(N2C(=O)CCC2=O)ccc1NC(=O)c1cccs1
  -1.1	-1	5	-17	102	106	94	3	0
O=C(OCC(=O)N1CCCc2ccccc21)c1cc(S(=O)(=O)N2CCOCC2)ccc1F
  1.9	-7	12	4	99	97	93	0	0
Cc1sc2ncn(CC(=O)OCC(=O)NC(C)(C)C)c(=O)c2c1C
  -1.7	2	1	-5	102	94	93	0	1
CN(C)c1nc(NN)nc(Nc2ccc(F)cc2)n1
  7.0	-5	-14	1	102	103	108	1	-3
Cc1ccc(N2C(=O)c3ccccc3C2C(=O)c2ccc(C)c(C)c2O)cc1 (stereo not given)
  0.4	10	20	5	102	95	95	2	7
C=CCn1c(SCC(=O)c2cc(C)n(C)c2C)nnc1-c1ccncc1
  -0.9	0	0	2	104	90	103	3	1
CCOc1ccc(C(C)=O)cc1COC(=O)c1cccnc1SC
  2.4	-22	2	7	104	93	94	0	-8
CC(C)n1cc(-c2nc(C(=O)NN)cs2)c(=O)n(Cc2ccccc2)c1=O
  -1.9	7	2	2	111	78	104	2	5
CCOc1ccc(Cc2nnc(SCC(=O)Nc3ccc(OC)cc3)n(N)c2=O)cc1
  -1.1	-3	5	4	110	96	88	0	-8
O=C(Nc1cccc([N+](=O)[O-])c1)C1CCN(C(=O)Cc2ccccc2)CC1
  4.1	2	-6	3	107	101	107	3	6
CCC(CC)N1CCN(S(=O)(=O)c2ccc(OC)cc2)CC1
  1.0	10	7	0	95	97	103	2	8
CCn1cc(C(=O)NCc2ccc(C)cc2)c(=O)c2cc(S(=O)(=O)N(C)C)ccc21
  2.3	2	10	0	17[may fluoresce violet]	104	u	3	4
Cc1ccc(NCC(=O)N/N=C/c2cccn2C)cc1
  -0.2	4	1	2	97	115	93	0	0
COc1ccc(CC(=O)NNC(=O)CCC(=O)Nc2cc(C)ccc2C)cc1
  1.5	-1	5	-3	105	91	100	0	5
